hERG WT inh – blocks the wildtype human KCNH2 potassium channel; AID 720551; 340,000 tested, 0.37% active; Q12809; activity change, % at 1.84 µM; U2OS, BacMam KCNH2, thallium flux FluxOr; stronger effect = lower value;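 active = maximum activity change below -70%; inconclusive = maximum activity change between -70% and -50%; inactive = maximum activity change above -50%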; also: % is scaled to controls: 0 for no effect and ±100 for the full control effect
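U2OS cells transduced with wild-type KCNH2 virus are loaded with FluxOr dye for 45 min, and thallium flux is measured in kinetic reads before and after stimulation buffer. Rate constants are normalized to DMSO controls.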
PKM2 act – activators of human pyruvate kinase M2; P14618; purified PKM2, Kinase-Glo ATP luminescence, activation; response scale: 0% is enzyme alone, no compound; Potency, µM (doses to about 57.5 µM), for the others: at the top dose activation, most hits filed as activators; 260,000 tested, 0.34% active; AID 1631; also: potency is read from the fitted curve at half-maximal effect; % is scaled to controls: 0 for no effect and ±100 for the full control effect; nearly all actives have a fitted effect of over 55% in size
Target sequence (P14618 whole entry, looked up): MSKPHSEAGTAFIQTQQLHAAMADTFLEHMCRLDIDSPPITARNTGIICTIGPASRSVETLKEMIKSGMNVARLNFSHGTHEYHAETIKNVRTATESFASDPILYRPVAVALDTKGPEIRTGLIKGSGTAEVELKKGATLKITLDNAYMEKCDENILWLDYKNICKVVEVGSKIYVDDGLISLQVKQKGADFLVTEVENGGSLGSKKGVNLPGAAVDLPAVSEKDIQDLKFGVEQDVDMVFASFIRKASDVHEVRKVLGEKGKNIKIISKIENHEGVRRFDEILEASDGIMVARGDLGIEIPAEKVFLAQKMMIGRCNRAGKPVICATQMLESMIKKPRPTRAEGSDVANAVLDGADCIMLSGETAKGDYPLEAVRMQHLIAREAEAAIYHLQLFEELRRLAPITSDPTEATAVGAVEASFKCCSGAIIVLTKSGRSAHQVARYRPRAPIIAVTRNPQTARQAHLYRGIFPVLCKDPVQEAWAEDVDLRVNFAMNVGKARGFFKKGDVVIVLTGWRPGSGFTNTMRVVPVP
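Kinase-Glo luminescence reports ATP generated from ADP (0.1 mM) and PEP (0.5 mM) by purified hPK-M2 after 1 h at room temperature, pH 7.2 imidazole buffer; intermediate enzyme activity allows detecting inhibitors and activators.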
GALK inhibitor – blocks human galactokinase activity | P51570 | Purified GALK, Kinase-Glo residual ATP luminescence | Potency, µM (titrated, usually from 57.5 µM), inactives show top-dose activity change, negative = inhibition, most hits filed as inhibitors | 270,000 tested, 0.007% active | AID 1868; also: potency is read from the fitted curve at half-maximal effect; % is scaled to controls: 0 for no effect and ±100 for the full control effect
Target sequence (P51570 whole entry, looked up): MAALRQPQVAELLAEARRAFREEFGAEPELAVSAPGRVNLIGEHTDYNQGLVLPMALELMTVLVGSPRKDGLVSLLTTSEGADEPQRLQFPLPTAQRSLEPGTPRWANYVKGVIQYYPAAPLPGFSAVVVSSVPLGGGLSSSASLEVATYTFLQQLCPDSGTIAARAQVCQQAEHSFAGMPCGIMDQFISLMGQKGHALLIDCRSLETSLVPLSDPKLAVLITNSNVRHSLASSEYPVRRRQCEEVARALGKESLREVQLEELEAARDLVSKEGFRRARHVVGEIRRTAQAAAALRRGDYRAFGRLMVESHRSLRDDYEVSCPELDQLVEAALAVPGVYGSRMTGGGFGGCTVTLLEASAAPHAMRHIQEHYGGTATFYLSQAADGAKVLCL
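The enzyme phosphorylates galactose (100 uM) using ATP (35 uM); inhibition is detected as higher residual ATP, quantified by bioluminescence after 1 h reaction at room temperature, pH 8.0.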
TRPV1 agonist – human TRPV1 agonism. Q8NER1. TRPV1-expressing cells, Fluo-8 calcium influx, agonist mode. activation, % at 8.33 µM. 320,000 tested, 0.19% active. AID 540275; in the data active = activation above about 80%; inconclusive = between about 30% and that limit; also: 0% is about no effect
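Fluo-8 calcium influx in TRPV1-expressing cells, kinetic read (ex 480/em 520 nm). Compound added and read 3 min for agonist activity, followed by capsaicin at EC20 final and 2 min further read for enhancement.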
KCNH2 3.1 block – inhibitors of human KCNH2 3.1 potassium channel isoform. 340,000 tested, 0.95% active. AID 720553. activity change, % (tested at about 1.8 µM). U2OS KCNH2 3.1, thallium flux FluxOr; stronger effect = lower value;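 active = maximum activity change below -70%; inconclusive = maximum activity change from -70% to -50%; inactive = maximum activity change above -50%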;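 also: thallium influx rate constant from kinetic fluorescence after stimulation buffer; % is scaled to controls: 0 for no effect and ±100 for the full control effect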
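FluxOr-based Tl+ influx in U2OS cells transduced with KCNH2 3.1 virus; rate constants normalized to DMSO controls.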
Menin-MLL TR inh – menin-MLL binding inhibition, Texas Red mutant peptide. AID 1768. Potency, µM (top dose mostly 61.6 µM), for the others: at the highest dose FP activity change, negative = inhibition, hits mostly inhibitors. 270,000 tested, 0.23% active. O00255. Menin + Texas Red MLL mutant peptide, fluorescence polarization; active = well fitted inhibition curve with a large enough effect in the polarisation, with a control signal flat, not every such curve was filed as active; inconclusive = small, poorly fitted or top-dose-only effect, or effect the other way, or a change in a side signal; inactive = no such curve, though single readings can be large or run the other way; the % refers to the polarisation; also: potency is read from the fitted curve at half-maximal effect; % of control where 0% means no effect; many of its hits are not listed in these tables
FBPA coupling cs – inhibits coupling enzyme system, counter-screen for aldolase hits. activity change, negative = inhibition, % at 58.2 µM, hits read low. AID 2472. 290,000 tested, 0.67% active. coupling enzyme system counterscreen, AmpLite Red fluorescence; in the data active = activity change below about -30%; also: % is scaled to controls: 0 for no effect and ±100 for the full control effect
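Coupling enzymes only (glyceraldehyde-3-phosphate) + compound, at 57.5 uM final, 10 min RT; add substrate/coupling/AmpLite Red mix, 20 min RT; fluorescence ex 525/em 598 nm. Actives flag coupling-system interference.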
USP2a inh – blocks human ubiquitin-specific protease USP2a; O75604; USP2 core, Ub-CHOP2 coupled fluorogenic reporter, 485/531; Potency, µM (series often up to 38.3 µM), without a hit: at the highest dose activity change, negative = inhibition, most hits filed as inhibitors; 330,000 tested, 0.01% active; AID 463254;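 also: potency is read from the fitted curve at half-maximal effect; plate controls were DMSO wells for no effect and full inhibition by NEM control for full effect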
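Deubiquitinase activity read as fluorescence (485/531 nm) after Ub-CHOP2 cleavage activates the enterokinase reporter on its substrate; USP2 core 10nM, Ub-CHOP2 and substrate 25nM each, 30min compound preincubation then 60min RT; data normalized to NEM, curves fitted.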
CXXC DNA block – MLL CXXC-DNA interaction inhibition. Q03164. MLL-CXXC / FITC-HOXA9 DNA fluorescence polarization. Potency, µM (top dose mostly 115 µM), inactives show at the top dose activity change, negative = inhibition, usual class: inhibitors. 290,000 tested, 0.037% active; active = well fitted inhibition curve with a large enough effect in the polarisation, with a control signal flat, not every such curve was filed as active; inconclusive = small, poorly fitted or top-dose-only effect, or effect the other way, or a change in a side signal; inactive = no such curve, though single readings can be large or run the other way; the % refers to the polarisation; also: potency is read from the fitted curve at half-maximal effect
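Purified MLL-CXXC (added from a 7 uM solution) was preincubated 5 min at ambient with pinned compounds in 50 mM Tris-HCl pH 7.5, 50 mM NaCl, 1 mM DTT, 0.05% BSA. Fluorescein-labeled HOX-A9 DNA (50 nM solution) followed, 30 min, then polarization read.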
Giardia kill – Giardia lamblia killing; Giardia lamblia trophozoite viability; activity change, % at 7.66 µM, hits read low; 340,000 tested, 0.15% active; AID 540267; in the data active = activity change below about -80%; inconclusive = between about -30% and that limit;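 also: parasites exposed to compound for two days anaerobically before the ATP read; % is scaled to controls: 0 for no effect and ±100 for the full control effect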
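Giardia trophozoites, 100 cells per well, were exposed to compounds for 48 hrs at 37 deg C under anaerobic conditions; viability was then read as ATP content by bioluminescence after 15-30 min at room temperature.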
B2AR arrestin – beta2AR (human) beta-arrestin recruitment activity | P07550 | beta-arrestin recruitment to beta2AR, cell-based reporter | AID 492947 | 330,000 tested, 0.02% active | Potency, µM (highest dose often 46.1 µM), without a hit: top-dose activation, actives largely listed as activators;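 also: potency is read from the fitted curve at half-maximal effect; 0% = DMSO controls and full agonism = EC100 isoproterenol or metaproterenol; nearly all actives have a fitted effect of over 65% in size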
Active calls of the source: *; ? = inconclusive; / = not tested or not shown; [ ] = another dose, or the depositor's remark. Unless noted, calls follow the shape of the dose curve; as a rule, active = well fitted curve in the direction sought with a large enough effect; inconclusive = small, poorly fitted or top-dose-only effect, or another doubt; inactive = no such curve, though single readings can be large; an effect the other way counts as inactive or inconclusive.

SMILES	hERG WT inh	PKM2 act	GALK inhibitor	TRPV1 agonist	KCNH2 3.1 block	Menin-MLL TR inh	FBPA coupling cs	USP2a inh	CXXC DNA block	Giardia kill	B2AR arrestin
Cc1ccc(NS(=O)(=O)c2cccc(C(=O)NCC3CCCO3)c2)cc1 (stereo not given)	0	/	/	-1	-5	/	/	2%	/	-2	0.1%
Cc1[nH]nc2c1C(c1ccc(OC(=O)c3ccco3)cc1)C(C#N)=C(N)O2 (stereo not given)	-4	1%	-1%	0	10	23%	1	-2%	80%[activator]	-2	-3.0%
CCn1c(O)c(C2=c3ccccc3=NC2=O)c2cc(Br)ccc21	-4	2%	0%	17	-9	-15%	0	1%	4%	-15	-0.3%
CCc1ccc(NC(=O)[C@H](NC(=O)[C@@H]2Cc3ccccc3CN2)c2ccccc2)cc1	-88*	/	-1%	2	14	/	/	-5%	26%	0	3.9%
CCn1cc(C(=O)O)c(=O)c2cc(Br)ccc21	2	1%	-1%	-1	-1	/	1	1%	4%	-4	-0.2%
CCOc1ccc(NC(=S)N2CCCN(Cc3cc(C)ccc3C)C2)cc1	6	1%	-1%	-9	-13	-19%	-4	-13%	1%	-15	0.5%
CCCn1cc(CN2CCCC(CNC(=O)c3ccc(F)cc3)C2)c(C)n1 (stereo not given)	19	-4%	7%	-3	5	-14%	1	-1%	-8%	3	-0.2%
COc1ccc(CCNc2nc(C)nc3c2oc2ccccc23)cc1OC	10	-4%	0%	-1	0	0%	1	-3%	-10%	-18	-0.3%
CCC(C)(C)NC(=O)CN(C(=O)CCC(=O)Nc1nccs1)c1ccccc1C	1	-3%	-7%	-2	42	-11%	1	-1%	9%	12	3.2%
CCc1c(C)nc(Nc2nc(C)c3ccc(OC)cc3n2)[nH]c1=O	15	3%	4%	0	-16	-16%	-1	2%	0%	-10	-0.1%
O=C(/C=C/c1ccccc1)NC(=S)Nc1ccc(CN2CCOCC2)cc1	0	0%	/	-1	-85*	9%	-1	-1%	5%	-4	0.8%
CC(=O)N1CCN(CC(=O)Nc2cc(F)ccc2C)CC1	-4	0%	4%	2	1	9%	1	2%	-16%	-26	-0.4%
Cc1nn(CC(=O)NCCN2CCCCC2C)c(=O)c2cc(-c3ccccc3)nn12 (stereo not given)	0	-18%[0.46 µM]	0%	-2	-5	-15%	-2	0%	-2%	2	0.0%
O=C(O)C1(NS(=O)(=O)c2ccc(Cl)cc2)CCCCC1	5	2%	0%	-2	-7	10%	3	2%	-4%	0	0.0%
Clc1ccccc1CO/N=C1\CCCc2nonc21	2	?	1%	9	-7	19%	3	1%	10%	5	-0.5%
COc1cc(Cl)ccc1OCc1cc(C(=O)N(C)C2CC(C)(C)NC(C)(C)C2)no1	53	1%	-1%	2	3	/	/	0%	-5%	6	-0.2%
Cc1ccccc1-n1c(Cn2c(=O)sc3ccccc32)nnc1SCC(=O)N1CCCC1	-1	-13%	1%	-3	5	?	2	0%	1%	-12	-0.2%
O=C(COC(=O)Cc1cccc(C(F)(F)F)c1)NC(=O)NC1CCCC1	2	/	/	/	-10	/	/	2%	/	17	-0.2%
O=C(COc1ccc(Br)cc1)NNC(=S)NCc1ccccc1	4	-15%	-3%	-2	29	5%	1	-5%	-4%	-14	0.1%
O=C(C/C(=N\NC(=O)c1ccccc1Br)C(F)(F)F)c1cccs1	-3	2%	1%	6	-4	7%	8	3%	7%	-9	-0.8%
COc1ccc(C(=O)NC2CCSc3ccccc32)cc1S(=O)(=O)N1CCOCC1 (stereo not given)	-26	/	/	-1	-7	/	/	-1%	/	-21	0.0%
COc1c(F)c(F)c(C(=O)Nc2ccc(NC(=O)c3ccco3)cc2)c(F)c1F	11	2%	-2%	3	-18	?	3	-1%	30%	4	0.0%
CC1(C)CC(NC(=O)c2cc(Cl)ccc2Cl)CC(C)(C)N1	0	-3%	-4%	2	-3	-10%	1	-1%	-4%	21	-0.2%
COc1ccc(C(=O)NC(=O)COC(=O)C2CC2C)cc1 (stereo not given)	1	/	/	/	-8	/	/	-1%	/	-3	-0.6%
Cc1cccc(N2CCN(S(=O)(=O)c3ccc(-c4cc(C)no4)s3)CC2C)c1 (stereo not given)	-2	-7%	7%	12	4	5%	6	2%	2%	-12	0.3%
O=c1oc2c(CN3CCCCC3)c(O)ccc2c2c1CCCCC2	-8	6%	2%	11	3	0%	4	?	1%	10	-0.5%
Cc1ccc(C2CC(C(F)(F)F)n3ncc(C(=O)NCc4ccco4)c3N2)cc1 (stereo not given)	2	0%	1%	9	-9	0%	0	1%	2%	-16	0.0%
CC(C)CCN(CCC(C)C)CC(O)Cn1c2ccccc2c(=O)c2ccccc21 (stereo not given)	1	-1%	4%	/	-21	/	1	1%	10%	-29	-0.6%
CN(C)c1cccc(-c2nnc(SCCCC#N)o2)c1	-1	16%	0%	25	-7	-5%	-6	-3%	-5%	-21	-0.2%
CCc1ccc(NC(=O)NCCCN2CCCC2=O)cc1	-2	-3%	-3%	-1	6	-1%	-2	-2%	-2%	-16	-0.9%
COc1ccc(-n2c(C)cc(/C=C3\SC(=S)NC3=O)c2C)cc1	-9	-6%	4%	2	7	?	1	1%	58%[activator]	1	-1.0%
CCc1cccc(C)c1NC(=O)CSc1nc2ccc(N3C(=O)c4ccccc4C3=O)cc2s1	0	-2%	0%	-4	10	?	-1	2%	14%	3	-1.0%
C=CCOc1c2ccc(C(=O)NCc3ccc(C)cc3)cc2nn1C	8	-2%	/	-5	11	-16%	-12	5%	18%	-6	0.0%
CCOC(=O)c1c(C(C)(C)C)oc2ccc(OCC#N)cc12	3	-1%	3%	0	-2	-11%	1	-7%	-5%	2	-0.2%
O=C(NCc1ccccn1)c1cc(-n2cnnc2)ccc1Cl	6	6%	-2%	-1	1	-11%	2	3%	17%	10	-0.1%
CCCCNC(=S)N(C)/N=C/c1c(F)c(F)c(F)c(F)c1F	0	6%	1%	6	-5	-17%	1	3%	1%	15	0.1%

Record cards, as listed above.
Cc1ccccc1-n1c(Cn2c(=O)sc3ccccc32)nnc1SCC(=O)N1CCCC1 is entered as hERG WT inh = -1; PKM2 act = -13%; GALK inhibitor = 1%; TRPV1 agonist = -3; KCNH2 3.1 block = 5; Menin-MLL TR inh = ?; FBPA coupling cs = 2; USP2a inh = 0%; CXXC DNA block = 1%; Giardia kill = -12; B2AR arrestin = -0.2%
C=CCOc1c2ccc(C(=O)NCc3ccc(C)cc3)cc2nn1C is entered as hERG WT inh = 8; PKM2 act = -2%; GALK inhibitor = /; TRPV1 agonist = -5; KCNH2 3.1 block = 11; Menin-MLL TR inh = -16%; FBPA coupling cs = -12; USP2a inh = 5%; CXXC DNA block = 18%; Giardia kill = -6; B2AR arrestin = 0.0%

Carrying on.
SMILES	hERG WT inh	PKM2 act	GALK inhibitor	TRPV1 agonist	KCNH2 3.1 block	Menin-MLL TR inh	FBPA coupling cs	USP2a inh	CXXC DNA block	Giardia kill	B2AR arrestin
CCn1cc(CCC(=O)NCc2cccc(OC)c2OC)c2ccccc21	2	/	/	?	7	5%	0	-2%	9%	-7	-0.3%
COC(C[C@@H](O)CC(=O)[C@H](C)OCc1ccccc1)OC	1	-1%	0%	1	30	/	4	-8%	22%	-21	-0.3%
COc1ccc(-c2noc(CN(C)C(=O)c3ccoc3C)n2)cc1	0	0%	0%	-5	-8	-10%	3	0%	2%	4	-0.4%
COC(=O)C(C)n1nnc2sc(-c3ccccc3)cc2c1=O (stereo not given)	-3	-6%	-2%	12	-10	1%	1	2%	2%	8	0.1%
Cc1cc(NC(=O)CCC(=O)N(c2ccccc2)C2(C(=O)NC3CCCCC3)CCCC2)no1	-10	3%	17%	3	-37	5%	2	5%	6%	3	-0.3%
CCOC(=O)Cc1cnc(NC(=O)c2ccccc2)s1	-19	-17%	2%	1	15	-7%	-5	-1%	17%	-14	0.2%
Cc1ccc(S(=O)(=O)Nc2cccc(C(=O)NCC3(N4CCCCC4)CCCCC3)c2)cc1F	4	/	/	2	-78*	/	/	0%	/	0	0.1%
COCC(C)NC(=O)c1cc2cccc([N+](=O)[O-])c2[nH]1 (stereo not given)	1	-2%	-2%	1	17	/	1	5%	-2%	-17	0.3%
CCC(C)(C)NC(=O)C(c1ccncc1)N(Cc1cccs1)C(=O)Cn1nnc2ccccc21 (stereo not given)	-2	-4%	5%	0	6	4%	0	-3%	-3%	5	-0.7%
CC(C)C(=O)N1CCN(c2ccccc2NC(=O)COc2ccc(C3CCCCC3)cc2)CC1	-3	0%	5%	28	-48	/	/	1%	-2%	11	0.5%
CC1(c2ccccc2)CC(C)(C)N(C(N)=O)c2ccccc21 (stereo not given)	-3	0%	0%	-3	-9	-15%	-2	-4%	0%	-21	0.4%
c1ccc2c(CN3CCCCC3)csc2c1	48	4%	3%	-4	0	1%	3	5%	2%	-5	-0.8%

The list is partial; rates above refer to the full screens.
